# CHT block: inhibitors of human choline transporter CHT; B-score at 10 µM; High affinity choline transporter 1 (Homo sapiens), Q9GZV3; actives 0.86% (n = 310,000); CHT-expressing cells, membrane potential dye, choline response; stronger effect = lower value; AID 488975, 2010;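 active means B-score over 3 SD under the library average, and starting fluorescence ratio not unusually high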;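 further: choline stimulus applied at its EC90 after an EC20 pre-addition; B-score computed on integrated fluorescence ratio after choline addition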
# Kir21 inh: inhibitors of mouse Kir2.1 inward-rectifier potassium channel. Inward rectifier potassium channel 2 (Mus musculus), P35561. HEK293-Kir2.1, FluxOR thallium flux fluorescence; stronger effect = lower value. B-score at 10 µM. actives 0.85% (n = 310,000). AID 1672, 2009;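 active means fluorescence ratio B-score at or below minus 3 SD of library scores, with starting-brightness B-score within 2 SD, cut at about -4.2 in these data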;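 further: channel flux triggered by added potassium and thallium sulfate stimulus; B-score of peak minus minimum fluorescence over baseline after thallium stimulus; more negative B-score means stronger Kir2.1 block with less thallium influx; some compounds called inactive have numbers as strong as hits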
# KCNQ2 block: KCNQ2 potassium channel inhibitors, primary screen, cell-based, CHO-K1, FluxOR thallium flux, B-score (AID 2156); 20 min; stronger effect = lower value; B-score at 10 µM; Potassium voltage-gated channel subfamily KQT member 2 (Rattus norvegicus), O88943; actives 1.1% (n = 310,000);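 active means fluorescence ratio B-score at most minus 3 library SDs, with starting brightness B-score within 2 library SDs, cut at about -5.5 in these data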
# Target sequence (O88943 whole entry, looked up): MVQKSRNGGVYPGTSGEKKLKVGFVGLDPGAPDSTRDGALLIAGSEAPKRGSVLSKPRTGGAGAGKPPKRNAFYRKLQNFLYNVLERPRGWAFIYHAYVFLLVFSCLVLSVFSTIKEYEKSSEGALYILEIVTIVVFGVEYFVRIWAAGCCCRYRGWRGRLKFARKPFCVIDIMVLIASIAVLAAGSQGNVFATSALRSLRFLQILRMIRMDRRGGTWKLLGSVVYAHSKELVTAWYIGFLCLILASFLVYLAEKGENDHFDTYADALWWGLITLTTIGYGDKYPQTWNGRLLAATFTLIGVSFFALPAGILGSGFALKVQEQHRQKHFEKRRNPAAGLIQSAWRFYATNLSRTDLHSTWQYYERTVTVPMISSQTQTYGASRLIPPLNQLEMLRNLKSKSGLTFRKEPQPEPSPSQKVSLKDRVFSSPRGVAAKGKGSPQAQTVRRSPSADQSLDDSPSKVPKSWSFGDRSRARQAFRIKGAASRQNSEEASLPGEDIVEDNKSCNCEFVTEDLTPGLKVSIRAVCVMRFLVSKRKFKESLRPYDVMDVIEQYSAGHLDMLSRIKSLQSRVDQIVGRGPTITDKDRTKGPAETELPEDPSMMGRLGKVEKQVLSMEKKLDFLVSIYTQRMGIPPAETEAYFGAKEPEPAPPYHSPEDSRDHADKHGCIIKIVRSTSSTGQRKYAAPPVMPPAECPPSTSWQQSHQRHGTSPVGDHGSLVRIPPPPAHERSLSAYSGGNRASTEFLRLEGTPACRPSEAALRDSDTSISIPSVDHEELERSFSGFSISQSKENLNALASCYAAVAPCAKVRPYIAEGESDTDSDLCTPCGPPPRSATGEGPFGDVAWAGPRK
# An asterisk follows results filed as active; i = inactive; . = no result given.
# Value order: CHT block, Kir21 inh, KCNQ2 block
O=C(O)CNC(=O)c1cccc(C(F)(F)F)c1
→ i, 3.21, i
COc1ccc(C(=O)NCC(c2cccnc2)N2CCN(c3ccccc3)CC2)cc1OC (configuration not stated)
→ i, 0.07, i
Cc1cc(NC(=O)c2cc([N+](=O)[O-])cc([N+](=O)[O-])c2)n(-c2ccccc2)n1
→ i, -0.52, i
CCCC1Cc2[nH]c(=O)c(C#N)cc2CO1 (configuration not stated)
→ i, -0.71, i
CC(C)N1CCC(N2CCN(C/C=C/c3ccccc3)CC2CCO)CC1 (configuration not stated)
→ i, -0.25, i
C=CCn1c(COc2ccccc2)nnc1SCC(=O)O
→ i, -0.13, i
C/C(=N\NC(=O)CSCc1ccc(Cl)cc1)c1ccc2c(c1)OCCO2
→ i, -0.92, i
O=C(NNC(=O)c1ccc(Cl)cc1Cl)c1cnccn1
→ i, 2.42, i
O=C(COC(=O)C1CCN(c2ccc(C(F)(F)F)cn2)CC1)c1ccc(Cl)cc1
→ i, 1.54, i
CCSc1nnc(CCNC(=O)OC(C)(C)C)o1
→ i, -1.09, i
COc1ccc(S(=O)(=O)c2cnc3ccccc3n2)cc1
→ i, -1.76, i
O=C(O)C[C@H]1c2cc(F)ccc2S(=O)(=O)N1C1CCCC1
→ i, -0.81, i
CCN(c1ccccc1)S(=O)(=O)c1cc(C(=O)Nc2ccc(F)c(F)c2)ccc1F
→ i, -2.26, i
COc1ccc(COc2cc(-c3cccc(OC)c3)nc3ccc(NC(=O)c4ccc(N(C)C)cc4)cc23)cc1
→ i, 0.86, i
Cn1nnnc1SCCNCc1ccccc1OCc1ccc(Cl)cc1
→ i, -4.29*, i
COCCCNC(=O)/C=C/c1ccc(Cl)cc1
→ i, -0.07, i
CCOC(=O)CSc1ncnc2c1sc1nc(N3CCOCC3)c3c(c12)CCCC3
→ i, -0.95, i
Cc1ccc(C)c(NC(=O)COC(=O)CNC(=O)c2ccccc2Cl)c1
→ i, 0.34, i
COc1cc(/C=C2\C(=O)ON=C2c2ccccc2)cc(Br)c1O
→ i, -6.63*, i
CC1(C)Cc2ccccc2-c2nnc(-c3ccc(O)cc3)n21
→ i, 1.89, i

# Structural class, the entries above containing fluorine (4)
# Value order: CHT block, Kir21 inh, KCNQ2 block
O=C(O)CNC(=O)c1cccc(C(F)(F)F)c1
→ i, 3.21, i
O=C(COC(=O)C1CCN(c2ccc(C(F)(F)F)cn2)CC1)c1ccc(Cl)cc1
→ i, 1.54, i
O=C(O)C[C@H]1c2cc(F)ccc2S(=O)(=O)N1C1CCCC1
→ i, -0.81, i
CCN(c1ccccc1)S(=O)(=O)c1cc(C(=O)Nc2ccc(F)c(F)c2)ccc1F
→ i, -2.26, i

# (next part)
# Value order: CHT block, Kir21 inh, KCNQ2 block
COC(=O)c1ccc(COc2ccc(-c3nn[nH]n3)cc2)cc1
→ i, 0.1, i
CCOCCCNC(=O)Cc1ccc(OC)c(OC)c1
→ i, -2.25, i
COc1ccc(C(=O)NCCS(=O)(=O)NCc2ccccc2)cc1
→ i, -0.87, i
COC(=O)c1ccccc1NC(=O)CSc1n[nH]c(-c2ccncc2)n1
→ i, 0.43, i
O=C(CCN1CCN(c2ccccc2)CC1)N/N=C/c1ccccc1O
→ i, 1.92, i
COc1ccc(CCNC(=O)c2c(C)nn(-c3ccccc3)c2Cl)cc1
→ i, 0.36, i
Oc1ccc(Cl)cc1C=Nc1ccc(Br)cc1
→ i, 0.99, i
O=C(NCC(=O)N1CCN(c2ccccc2)CC1)c1ccco1
→ i, 1.5, i
O=C(CCCN1C(=O)C(c2ccccc2)Oc2cccnc21)Nc1ccccc1Cl (configuration not stated)
→ i, 0.22, i
COc1cc(C2C(C#N)=C(N)OC3=C2C(=O)CC(C)(C)C3)cc([N+](=O)[O-])c1O (configuration not stated)
→ i, 1.92, i
COc1cc2c(cc1OC)C(C)N(C(=O)CCc1c[nH]c3ccccc13)CC2 (configuration not stated)
→ i, -1.42, i
CC(NC(=O)Cc1ccc(F)cc1)C(c1cccs1)N1CCN(C)CC1 (configuration not stated)
→ i, 1.22, i
Cc1cccc(N=C2NN=C(c3c(C)[nH]c4ccccc34)CS2)c1
→ i, 1.05, i
CCOc1nc(NC(=O)NC(=O)c2ccccc2)nc(-c2ccccc2)n1
→ i, -0.02, i
O=c1[nH]c(COc2ccc(Cl)cc2Br)nc2ccccc12
→ i, 1.14, i
CC(=NCc1ccco1)c1c(C)[nH]n(-c2nc3ccccc3s2)c1=O
→ i, 0.8, i
CCOc1ccccc1NC(=O)CCSc1nc2n[nH]c(C)c2c(=N)n1-c1ccccc1Cl
→ i, -0.34, i
N/C(=C/C(=O)c1ccccc1O)C(F)(F)F
→ i, 0.64, i
Cc1ccc(NC(=O)Cn2nc(C)c([N+](=O)[O-])c2C)cc1C
→ i, 1.13, i
CCOC(=O)N1CCC(N2C(=O)c3ccc(C(=O)NCCOC)cc3C2=O)CC1
→ i, 0.43, i

# Continued:
# Value order: CHT block, Kir21 inh, KCNQ2 block
O=C(O)CSc1nnc(SCc2cccc3ccccc23)s1
→ i, 0.44, i
O=S(=O)(NCCc1nnc2ccc(SCc3cccnc3)nn12)c1ccccc1
→ i, -0.13, i
CC(=O)Nc1c(-c2ccccc2)c2cc(Br)ccc2[nH]c1=O
→ i, 1.03, i
COC(=O)c1c(NC(=O)CN(c2ccccc2)S(C)(=O)=O)sc2c1CCCC2
→ i, 0.38, i
N#C/C(=N\Nc1cccc(F)c1)C(=O)C1CC1
→ i, -1.99, i
Cc1c(Cl)cccc1NC(=O)CCCN1C(=O)c2cccnc2C1=O
→ i, -0.59, i
CCn1ccnc1CN(C)Cc1nc(CCC(C)C)no1
→ i, -0.15, i
c1sc2[n+](c1C13CC4CC(CC(C4)C1)C3)CCS2
→ i, 1.97, i
CCc1cccc(NC(=O)COc2ccccc2)c1
→ i, -1.17, i
CCCCC1=CC2=CC(=O)C(C)(OC(=O)CC)C(=O)C2=CN1CCCOC(C)C (configuration not stated)
→ i, -0.09, i
COc1cccc(C(=O)CSc2nnnn2C2CCCCC2)c1
→ i, -1.18, i
C/C(=N/OCC(=O)Nc1ccccc1)c1cccs1
→ i, -0.65, i
OCCC1CN(Cc2cccn2-c2cccnc2)CCN1C1CCCCC1 (configuration not stated)
→ i, 0.52, i
CCOC(=O)CC(NC(=O)c1cccs1)c1ccc(OCC)cc1 (configuration not stated)
→ i, 0.95, i
Cc1ccc(S(=O)(=O)Nc2ccc(C(=O)NCCCN3CCOCC3)cc2)cc1[N+](=O)[O-]
→ i, 0.73, i
CCCCCCCCCC(=O)N/N=C(\C)c1cccnc1
→ i, -1.06, i
O=C(Cn1cnnn1)Nc1ccccc1Cc1ccccc1
→ i, -0.76, i
CSc1nc(C)c2cc(C)oc2n1
→ i, -0.39, i
CN(C)C(=S)Nc1ccc(S(=O)(=O)N2CCCCC2)cc1
→ i, -3.6, i
CCCC[C@@H]1CNC(=S)N1CC1CCCCC1
→ i, -2.43, i

# (cont.)
# Value order: CHT block, Kir21 inh, KCNQ2 block
COC(=O)CSc1nc(-c2ccc(C)cc2)c2c(c1C#N)CCCC2
→ i, 0.9, i
CC1(C)CC(n2c(=S)[nH]c3ccccc3c2=O)CCO1 (configuration not stated)
→ i, -1.85, i
CCCCN(CCCNC(=O)C1CCN(S(=O)(=O)CC)CC1)c1ccccc1
→ i, 1, i
Cn1nnnc1NC(=O)c1ccccc1Cl
→ i, 0.05, i
O=[N+]([O-])c1ccc(OCCN2CCNCC2)cc1
→ i, -1.27, i
O=C(C1CC2C=CC1C2)N1CCN(c2ccccc2)CC1 (configuration not stated)
→ i, -0.41, i
Cc1ccc(-c2nnc(Nc3ccc(C(=O)N(C)C)cc3)c3ccccc23)cc1S(=O)(=O)NCC1CCCO1 (configuration not stated)
→ i, -1.04, i
CC(C)C(NC(=O)c1ccccc1)C(=O)NCC(c1ccccc1)N(C)C (configuration not stated)
→ i, -0.52, i
CSc1ccc(S(=O)(=O)NCCOc2ccccc2C)cc1
→ i, -0.45, i
COc1ccc(/C=N/NC(=O)CCCOc2ccc(Cl)cc2Cl)cc1[N+](=O)[O-]
→ i, 1.47, i
CCCC(=O)Nc1sc2c(c1C(=O)Nc1ccccn1)CCCC2
→ i, -0.96, i
O/N=C/c1cc(Br)ccc1OCc1ccc(F)cc1
→ i, 1.24, i
Cc1ccccc1NC(=O)c1nc(S(C)(=O)=O)ncc1Cl
→ i, -2.36, i
CCN(CC)C(=S)SCc1csc(CC(=O)Nc2ccccc2C)n1
→ i, -2.9, i
CCOc1ccccc1C(=O)Nc1ccc2nc3n(c(=O)c2c1)CCCCC3
→ i, -0.2, i
C/C(=C\C(=O)c1ccc(C)cc1)NCc1ccc(F)cc1
→ i, -1.28, i
Cc1ccccc1-n1nc(-c2cccnc2)cc1C(=O)NN
→ i, 3.6, i
Cc1cc(NC(=O)CC(C)C)c(=O)n(Cc2c(F)cccc2Cl)c1
→ i, 0.98, i
Cc1ccc(S(=O)(=O)Nc2nnc(CC(C)(C)C)s2)cc1
→ i, -2.13, i
CC(=O)c1sc(NC(=O)CCCOc2ccccc2C)nc1C
→ i, 0.05, i

# Continuation.
# Value order: CHT block, Kir21 inh, KCNQ2 block
COc1cc2c(cc1NC(=O)CN1CCN(S(=O)(=O)c3ccc(F)cc3)CC1)oc1ccccc12
→ i, -0.08, i
CCn1ccnc1C(O)c1ccccc1OC (configuration not stated)
→ i, 1.1, i
CCOC(=O)N1CCN(C(=O)C(=O)NNC(=O)COc2ccc(Cl)c(C)c2)CC1
→ i, 1.84, i
CC(C)NS(=O)(=O)c1cc(C(=O)O)ccc1Cl
→ i, 1.98, i
O=S(Cc1ccccc1)CC(O)(c1ccc(Cl)cc1)c1ccc(Cl)cc1 (configuration not stated)
→ i, -1.9, i
Cn1c(=O)c2c(nc(SCC(=O)OCc3ccccc3)n2C)n(C)c1=O
→ ., -1.5, i
CCc1ccccc1NC(=O)NNC(=O)c1ccc2ccccc2c1O
→ i, -0.16, i
CC(=O)OC1OCCOC1NC(=S)NCc1ccco1 (configuration not stated)
→ i, 3.19, i
Cc1ccccc1NC(=S)NC(=O)c1cc(-c2ccccc2)nc2ccccc12
→ i, 0.72, i
O=C(CN1CCc2ccccc21)NC(c1ccccc1)c1ccccc1
→ i, -0.04, i
COc1ccc(-n2c(SCC(=O)NCC3CCCO3)nc3c(c2=O)SCC3)cc1OC (configuration not stated)
→ i, 0.39, i
CC(=O)c1ccc(NS(=O)(=O)c2ccccc2)cc1
→ i, 1.92, i
Cc1ccc(NC(=O)c2ccccc2)s1
→ i, 2.81, i
CCN1CCCC1CNC(=O)C1CCCN(S(=O)(=O)c2cccc3nsnc23)C1 (configuration not stated)
→ i, -1.18, i
COc1cc(/C=N/NC(=O)c2cccnc2)ccc1OC(=O)c1cccc(Br)c1
→ i, 0.13, i
O=c1cc(Cl)c(-c2ccccc2)n[nH]1
→ i, -1.65, i
O=C(O)Cc1ccc(O)c(F)c1
→ i, 0.7, i
Cc1ccc(-c2nn(-c3ccccc3)cc2/C=N/NC(=O)c2ccncc2)o1
→ i, 1.2, i
CCOCCCNC(=O)CN1C(=O)CSc2cc(S(=O)(=O)N3CCCCCC3)ccc21
→ i, -1.15, i
COc1cccc(NC(=O)CN(C)C(=O)/C=C/c2cc(OC)ccc2OC)c1
→ i, 0.42, i

# Next part:
# Value order: CHT block, Kir21 inh, KCNQ2 block
CCOc1ccc(-c2cc(CCCC(=O)Nc3cc(OC)ccc3OC)no2)cc1
→ i, -0.04, i
Cc1cc(NC(=O)COC(=O)C2COc3ccccc3O2)no1 (configuration not stated)
→ i, -1.51, i
CC(C)NC(=O)COC(=O)c1ccc(Cl)c(S(N)(=O)=O)c1
→ i, 1.43, i
COc1ccc(Cc2nnc(NC(=O)c3cccs3)s2)cc1
→ i, 0.94, i
CCn1cc(Cl)c(C(=O)Nc2ccc(OC)c(OC)c2)n1
→ i, 0.2, i
COc1ccc(N2C(=O)CC(Sc3nc(C)cc(C)c3C#N)C2=O)cc1 (configuration not stated)
→ i, 0.02, i
CC1CCN(C(=O)c2cc(N3C(=O)C4C5CCC(C5)C4C3=O)ccc2Cl)CC1 (configuration not stated)
→ i, 0.82, i
Cn1c(=O)c(C(=O)c2ccccc2)c(O)c2ccccc21
→ i, 1.03, i
CCCS(=O)(=O)c1nc(S(=O)(=O)c2ccc(C)cc2)c(NCCCn2ccnc2)s1
→ i, 1.44, i
CCCCC(=O)Nc1ccc2c3c(cccc13)CC2
→ i, 1.32, i
CCOc1cc(CNCc2ccccn2)cc(Cl)c1OCC
→ i, -2.77, i
O=C(O)c1ccccc1/C=N/NC(=S)NC1CCCCC1
→ i, -0.33, i
CCOC(=O)c1c(C)[nH]c(C(=O)CSc2nc(C)cc(C)n2)c1C
→ i, 2.26, i
COc1ccc(CC2(CO)CCN(S(=O)(=O)c3cccc4cccnc34)CC2)cc1
→ i, -1.58, i
COc1cc(C(=O)NNc2nc3cc4c(cc3s2)OCO4)cc(OC)c1OC
→ i, -0.22, i
COc1ccc(OC)c(Nc2c3ccccc3nc3ccccc23)c1
→ i, -4.63*, i
CCOC(=O)N1CCN(S(=O)(=O)N2CCCC(C(=O)NCCCN3CC(C)CC(C)C3)C2)CC1 (configuration not stated)
→ i, 1.66, i
COc1cccc(C(=O)Cn2c(NCCCO)nc3ccccc32)c1
→ i, 0.34, i
O=C(O)C1CCCCC1C(=O)Nc1nc(-c2cccs2)cs1 (configuration not stated)
→ i, -0.71, i

# Screening results (PubChem BioAssay)
